High-throughput results: PubChem, Sanford-Burnham Center for Chemical Genomics
Gli-Sufu antag – Gli-Sufu pathway antagonists, primary screen, luciferase luminescence, Sufu-KO-LIGHT cells, uHTS. Sufu-KO-LIGHT fibroblasts, Gli luciferase reporter luminescence. inhibition, % at 5 µM. 340,000 tested, 0.74% active;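 active means inhibition above about 55%, limit read from the data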;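 further: 0% = DMSO-treated cells and 100% = wells with medium but no cells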
697 NFkB inh – inhibitors of PMA/ionomycin-induced NF-kB reporter, 697 cells, primary screen, B-cell NF-kB inhibitor project, cell-based, luminescence, uHTS. 697 B-cell NF-kB luciferase reporter, 16 h. inhibition, % at 4 µM. 330,000 tested, 0.33% active. AID 435022, 2010; in the data active means inhibition above about 35%
CXCR6 inh – CXCR6 receptor inhibitors, primary screen, cell-based, beta-arrestin, luminescence, CHO-K1 PathHunter, 1536-well; 360,000 tested, 0.36% active; AID 602244, 2012; C-X-C chemokine receptor type 6 (Homo sapiens), O00574; inhibition, % at 20 µM; in the data active means inhibition above about 34%, passing the limit was not always enough;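 further: antagonist mode with CXCL16 agonist at 10 nM final; 0% = 10 nM CXCL16 with DMSO and 100% = unstimulated wells without agonist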
Target sequence (O00574 whole entry, looked up): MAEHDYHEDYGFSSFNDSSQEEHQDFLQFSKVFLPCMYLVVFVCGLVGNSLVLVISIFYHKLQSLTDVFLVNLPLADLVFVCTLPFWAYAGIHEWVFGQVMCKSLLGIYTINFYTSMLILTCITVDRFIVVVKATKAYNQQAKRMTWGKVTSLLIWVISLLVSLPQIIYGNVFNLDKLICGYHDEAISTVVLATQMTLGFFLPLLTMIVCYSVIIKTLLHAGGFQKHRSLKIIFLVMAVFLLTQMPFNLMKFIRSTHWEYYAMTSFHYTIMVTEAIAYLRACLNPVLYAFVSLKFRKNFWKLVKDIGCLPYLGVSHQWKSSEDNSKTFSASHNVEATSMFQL
Mdm2-MdmX inh – inhibitors of human Mdm2-MdmX association, primary screen, cell-based, luminescence, split luciferase, SaOS-2, uHTS | 330,000 tested, 3% active | inhibition, % at 8 µM | SaOS-2 split-luciferase Mdm2/MdmX complementation | AID 485346, 2010;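 active means inhibition of at least 50% at 8 µM in the primary screen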
EBI2 block – EBI2 receptor antagonists, beta-arrestin recruitment, primary screen, cell-based, luminescence, 7a,25-OHC stimulation, uHTS | G-protein coupled receptor 183 (Homo sapiens), P32249 | 7a,25-OHC stimulated | inhibition, % at 5 µM | 360,000 tested, 0.81% active; in the data active means inhibition above about 38%;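 further: enzyme fragment complementation signal reports receptor beta-arrestin coupling in cells; 0% = agonist plus DMSO wells and 100% = wells without agonist; some results beyond the cut were filed as inactive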
Target sequence (P32249 whole entry, looked up, the tested form may be a part): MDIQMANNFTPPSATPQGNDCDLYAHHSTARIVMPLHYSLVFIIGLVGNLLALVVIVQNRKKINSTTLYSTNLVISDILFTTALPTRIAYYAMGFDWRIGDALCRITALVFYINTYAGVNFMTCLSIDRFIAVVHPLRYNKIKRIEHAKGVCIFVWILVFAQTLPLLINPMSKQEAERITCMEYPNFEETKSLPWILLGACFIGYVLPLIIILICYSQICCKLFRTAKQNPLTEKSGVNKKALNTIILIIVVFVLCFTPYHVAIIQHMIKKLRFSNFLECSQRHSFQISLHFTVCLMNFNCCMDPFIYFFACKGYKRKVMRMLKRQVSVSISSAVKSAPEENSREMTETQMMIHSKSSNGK
XBP1 UPR activ – activators of adaptive XBP1 UPR arm, primary screen, cell-based, CHO-XBP1 luciferase reporter, luminescence, uHTS; IRE1-XBP1 UPR activation; percent of tunicamycin response, DMSO as zero; 330,000 tested, 0.33% active; AID 463104, 2010; activation, % at 20 µM;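 active means versus positive control, 20 µM dose yields 30% or more activation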;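 further: 100% = tunicamycin at 10 µg/mL and 0% = DMSO only wells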
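Material: CHO-XBP1 cells stably carrying IRE1-XBP1-driven luciferase reporter | Medium: F12 with 10% serum | Compound dosing: 20 µM single concentration, DMSO 1% | Incubation: Overnight seeding at 37 °C, 6 h compound treatment at 37 °C | Detection: Steady-Glo luminescence read | Read-out basis: % activation of reporter signal versus tunicamycin and DMSO controls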
UPR CHOP act – activators of apoptotic CHOP UPR arm, primary screen, cell-based, CHO-CHOP luciferase reporter, luminescence, uHTS. activation, % at 10 µM. 330,000 tested, 0.34% active. UPR activation; percent of tunicamycin response over DMSO baseline. AID 449763, 2010;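 active means at 10 µM dose, activation of 40% or more, normalized to positive control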;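 further: 100% = tunicamycin at 10 µg/mL and 0% = DMSO alone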
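Test system: CHO CHOP reporter cells. Input: 500 CHO-CHOP cells per well. Medium: F12 with 10% FBS. Technique: luciferase luminescence. Measure: percent activation relative to tunicamycin control. Dosing: 10 µM compound, 0.5% DMSO. Timing: 16-18 h cell attachment, then 6 h compound exposure, 37 °C.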
Jurkat NFkB inh – inhibitors of induced NF-kB luciferase reporter, primary screen, TCR NF-kB activation inhibitor project, cell-based, luminescence, uHTS. Jurkat, PMA/ionomycin-induced NF-kB luciferase reporter. inhibition, % at 4 µM. 330,000 tested, 0.53% active. AID 435003, 2010; in the data active means inhibition above about 50%
CCR6 antag – CCR6 receptor antagonists, primary screen, cell-based, CHO-K1, luminescence, beta-arrestin, uHTS | 340,000 tested, 0.49% active | C-C chemokine receptor type 6 (Homo sapiens), P51684 | CHO-K1 CCR6 PathHunter beta-arrestin, CCL20-stimulated | AID 493098, 2011 | inhibition, % at 20 µM;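 active means compounds whose inhibition of the agonist-driven luminescence signal at 20 µM reaches about 50%, limit read from the data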;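 further: cells stimulated with CCL20 at 14 nM final; plate controls were DMSO with CCL20 for no effect and DMSO without agonist for full effect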
Target sequence (P51684 whole entry, looked up): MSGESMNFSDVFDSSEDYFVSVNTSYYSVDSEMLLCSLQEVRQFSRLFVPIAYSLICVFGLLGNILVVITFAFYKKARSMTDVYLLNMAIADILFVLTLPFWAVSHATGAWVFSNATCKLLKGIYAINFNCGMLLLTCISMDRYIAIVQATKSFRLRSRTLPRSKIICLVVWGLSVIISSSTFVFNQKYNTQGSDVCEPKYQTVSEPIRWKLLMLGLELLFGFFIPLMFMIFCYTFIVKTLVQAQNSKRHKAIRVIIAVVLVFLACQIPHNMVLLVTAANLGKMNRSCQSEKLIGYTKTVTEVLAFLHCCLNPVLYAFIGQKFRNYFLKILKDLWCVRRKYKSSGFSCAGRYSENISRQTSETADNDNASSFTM
Active calls of the source: *.

Results for Cc1ccc(CN(C)C(=O)CCc2c[nH]c3ccccc23)o1 ?
Gli-Sufu antag: -13; 697 NFkB inh: -4; CXCR6 inh: -4; Mdm2-MdmX inh: -5; EBI2 block: 19; XBP1 UPR activ: 4; UPR CHOP act: -0.6; Jurkat NFkB inh: 13; CCR6 antag: 7

How did CC(=O)Nc1ccc(C(=O)CSc2nnc(Cc3ccccc3)o2)cc1 do in these assays?
Gli-Sufu antag: -5; 697 NFkB inh: 8; CXCR6 inh: -7; Mdm2-MdmX inh: 12; EBI2 block: 1; XBP1 UPR activ: -1; UPR CHOP act: -2.6; Jurkat NFkB inh: -7; CCR6 antag: 4

Results for Cc1ccc(CNC(=O)C2CCN(S(=O)(=O)c3c(C)noc3/C=C/N(C)C)CC2)cc1 ?
Gli-Sufu antag: 1; 697 NFkB inh: 4; CXCR6 inh: 7; Mdm2-MdmX inh: -18; EBI2 block: 37; XBP1 UPR activ: -1; UPR CHOP act: -0.5; Jurkat NFkB inh: -4; CCR6 antag: 14

Results for CCOC(=O)C(/C=C(\C#N)C(=O)OCC)=C(/N)N1CCN(c2ccccc2)CC1 ?
Gli-Sufu antag: 16; 697 NFkB inh: -60; CXCR6 inh: 3; Mdm2-MdmX inh: -2; EBI2 block: -5; XBP1 UPR activ: -2; UPR CHOP act: -3.6; Jurkat NFkB inh: -37; CCR6 antag: -4

Results for Cc1c(NC(=O)C(c2ccccc2)c2ccccc2)cccc1C(=O)O ?
Gli-Sufu antag: -7; 697 NFkB inh: 3; CXCR6 inh: -6; Mdm2-MdmX inh: 14; EBI2 block: -2; XBP1 UPR activ: 0; UPR CHOP act: 4.1; Jurkat NFkB inh: 3; CCR6 antag: 1

How did Cn1nnnc1SCCNC(=O)C1CCC(=O)N(CCc2ccccc2)C1 (stereo unspecified) do in these assays?
Gli-Sufu antag: -4; 697 NFkB inh: 3; CXCR6 inh: -5; Mdm2-MdmX inh: 31; EBI2 block: -1; XBP1 UPR activ: -6; UPR CHOP act: -0.6; Jurkat NFkB inh: 15; CCR6 antag: -1

How did CCn1c(C)c(C(C)=O)c(NCc2ccccc2)nc1=S do in these assays?
Gli-Sufu antag: 0; 697 NFkB inh: -4; CXCR6 inh: 12; Mdm2-MdmX inh: -2; EBI2 block: -6; XBP1 UPR activ: -3; UPR CHOP act: -0.8; Jurkat NFkB inh: 17; CCR6 antag: -1

Results for O=C(Nc1ccccc1)c1ccc(NC(=O)C2CC2)cc1 ?
Gli-Sufu antag: -53; 697 NFkB inh: -117; CXCR6 inh: -1; Mdm2-MdmX inh: -56; EBI2 block: 17; XBP1 UPR activ: -1; UPR CHOP act: 4.4; Jurkat NFkB inh: -138; CCR6 antag: -9

Results for CC(C)(C)NC(=O)c1cccc(NC(=O)c2ccc3c(c2)C(=O)N(C(C)(C)C)C3=O)c1 ?
Gli-Sufu antag: 0; 697 NFkB inh: -41; CXCR6 inh: -5; Mdm2-MdmX inh: 18; EBI2 block: 4; XBP1 UPR activ: 6; UPR CHOP act: 6.5; Jurkat NFkB inh: -7; CCR6 antag: -2

What do the screens show for `O=C(NCc1cccs1)c1cccc(N2CCCC2=O)c1`?
Gli-Sufu antag: -16; 697 NFkB inh: -20; CXCR6 inh: -2; Mdm2-MdmX inh: -6; EBI2 block: 0; XBP1 UPR activ: 1; UPR CHOP act: 5.2; Jurkat NFkB inh: -12; CCR6 antag: -31

How did O=C(c1ccco1)N1CCN(C(=O)C2CCN(S(=O)(=O)Cc3ccccc3)CC2)CC1 do in these assays?
Gli-Sufu antag: -3; 697 NFkB inh: 9; CXCR6 inh: -6; Mdm2-MdmX inh: 0; EBI2 block: -7; XBP1 UPR activ: 0; UPR CHOP act: 0.9; Jurkat NFkB inh: 2; CCR6 antag: 5

What do the screens show for `Cc1ccc(NC(=O)c2cccc(OC(F)F)c2)c(OC(F)F)c1`?
Gli-Sufu antag: -23; 697 NFkB inh: -2; CXCR6 inh: 9; Mdm2-MdmX inh: 9; EBI2 block: -10; XBP1 UPR activ: 2; UPR CHOP act: 1.2; Jurkat NFkB inh: -8; CCR6 antag: 1

What do the screens show for `COc1ccc(-n2c(C)nc3c(cnn3-c3ccccc3)c2=O)cc1`?
Gli-Sufu antag: 3; 697 NFkB inh: -14; CXCR6 inh: -3; Mdm2-MdmX inh: 21; EBI2 block: 10; XBP1 UPR activ: -2; UPR CHOP act: -1.9; Jurkat NFkB inh: 11; CCR6 antag: 1

How did CCc1cc(C(=O)OC)c(NC(=O)CN2CCN(C(=O)c3ccco3)CC2)s1 do in these assays?
Gli-Sufu antag: -24; 697 NFkB inh: -34; CXCR6 inh: 4; Mdm2-MdmX inh: 5; EBI2 block: 7; XBP1 UPR activ: -2; UPR CHOP act: -0.2; Jurkat NFkB inh: 12; CCR6 antag: 12

How did Cc1ccc(OCC(=O)c2c(O)c3ccccc3oc2=O)cc1C do in these assays?
Gli-Sufu antag: 11; 697 NFkB inh: 10; CXCR6 inh: -4; Mdm2-MdmX inh: 4; EBI2 block: 6; XBP1 UPR activ: 0; UPR CHOP act: -0.3; Jurkat NFkB inh: 0; CCR6 antag: 3

How did COc1ccccc1CC(=O)Nc1ccc(F)cc1F do in these assays?
Gli-Sufu antag: -11; 697 NFkB inh: 3; CXCR6 inh: 2; Mdm2-MdmX inh: 8; EBI2 block: -4; XBP1 UPR activ: -2; UPR CHOP act: 0.7; Jurkat NFkB inh: -3; CCR6 antag: 14

What do the screens show for `O=C(CSc1nnnn1-c1ccc(F)cc1)c1ccc(O)c(O)c1`?
Gli-Sufu antag: 22; CXCR6 inh: 5; EBI2 block: 9; CCR6 antag: 7

Results for CCN(CC)c1ccc(NC2=C(Cl)C(=O)c3ccccc3C2=O)cc1 ?
Gli-Sufu antag: -40; CXCR6 inh: 34; EBI2 block: 37; CCR6 antag: 57*

What do the screens show for `O=C(CSc1nnc(CNC(=O)c2ccccc2F)o1)Nc1ccc2c(c1)OCO2`?
Gli-Sufu antag: 0; 697 NFkB inh: 12; CXCR6 inh: -4; Mdm2-MdmX inh: -39; EBI2 block: -4; XBP1 UPR activ: -1; UPR CHOP act: -0.9; Jurkat NFkB inh: 0; CCR6 antag: 1

Results for COC(=O)c1c[nH]n2c(=O)cc(CCl)nc12 ?
Gli-Sufu antag: 2; 697 NFkB inh: -3; CXCR6 inh: 3; Mdm2-MdmX inh: 8; EBI2 block: -4; XBP1 UPR activ: -4; UPR CHOP act: 0.0; Jurkat NFkB inh: -4; CCR6 antag: -4

Results for O=C(NC1CCCCCCC1)c1ccc(Br)o1 ?
Gli-Sufu antag: -37; 697 NFkB inh: -20; CXCR6 inh: -7; Mdm2-MdmX inh: -10; EBI2 block: 11; XBP1 UPR activ: -4; UPR CHOP act: 3.2; Jurkat NFkB inh: -18; CCR6 antag: -4

Results for COc1ccc(-n2c(C)cc3cc(OC(C)=O)ccc32)cc1 ?
Gli-Sufu antag: -32; 697 NFkB inh: -19; CXCR6 inh: 0; Mdm2-MdmX inh: 21; EBI2 block: 2; XBP1 UPR activ: 1; UPR CHOP act: 7.3; Jurkat NFkB inh: 3; CCR6 antag: -7

How did COc1ccc(S(=O)(=O)Nc2ccccc2C(=O)NCc2ccco2)cc1 do in these assays?
Gli-Sufu antag: 2; 697 NFkB inh: 15; CXCR6 inh: -9; Mdm2-MdmX inh: 0; EBI2 block: 3; XBP1 UPR activ: 0; UPR CHOP act: -1.3; Jurkat NFkB inh: -5; CCR6 antag: 11

What do the screens show for `C[n+]1cccc(C2C(C#N)=C(N)Oc3c2ccc2ccccc32)c1` (stereo unspecified)?
Gli-Sufu antag: 9; 697 NFkB inh: -108; CXCR6 inh: -1; Mdm2-MdmX inh: 21; EBI2 block: -7; XBP1 UPR activ: 4; UPR CHOP act: 3.2; Jurkat NFkB inh: -23; CCR6 antag: -4

Grouped by structure: those above with a cyano group
Results for CCOC(=O)C(/C=C(\C#N)C(=O)OCC)=C(/N)N1CCN(c2ccccc2)CC1 ?
Gli-Sufu antag: 16; 697 NFkB inh: -60; CXCR6 inh: 3; Mdm2-MdmX inh: -2; EBI2 block: -5; XBP1 UPR activ: -2; UPR CHOP act: -3.6; Jurkat NFkB inh: -37; CCR6 antag: -4

What do the screens show for `C[n+]1cccc(C2C(C#N)=C(N)Oc3c2ccc2ccccc32)c1` (stereo unspecified)?
Gli-Sufu antag: 9; 697 NFkB inh: -108; CXCR6 inh: -1; Mdm2-MdmX inh: 21; EBI2 block: -7; XBP1 UPR activ: 4; UPR CHOP act: 3.2; Jurkat NFkB inh: -23; CCR6 antag: -4

Next section:
Results for COc1ccc(OCC(=O)N2CCC(Cc3ccccc3)CC2)cc1 ?
Gli-Sufu antag: 22; 697 NFkB inh: -6; CXCR6 inh: 5; Mdm2-MdmX inh: -27; EBI2 block: 92*; XBP1 UPR activ: -3; UPR CHOP act: -0.1; Jurkat NFkB inh: -5; CCR6 antag: 10

Results for CC(=O)Nc1ccc(Cl)cc1-c1ccccc1 ?
Gli-Sufu antag: 1; CXCR6 inh: 1; EBI2 block: -1; CCR6 antag: 4

What do the screens show for `O=C(Nc1cnc2sccn2c1=O)c1ccccc1Cl`?
Gli-Sufu antag: -81; 697 NFkB inh: -104; CXCR6 inh: 2; Mdm2-MdmX inh: -22; EBI2 block: 1; XBP1 UPR activ: 0; UPR CHOP act: 3.7; Jurkat NFkB inh: -81; CCR6 antag: 5

What do the screens show for `O=C(N/N=C/c1ccco1)c1cccc([N+](=O)[O-])c1`?
Gli-Sufu antag: 5; 697 NFkB inh: -20; CXCR6 inh: -8; Mdm2-MdmX inh: 1; EBI2 block: -10; XBP1 UPR activ: 0; UPR CHOP act: 0.0; Jurkat NFkB inh: -12; CCR6 antag: -19

How did COc1cccc(NC(=O)CCN2CCN(c3ccccc3F)CC2)c1 do in these assays?
Gli-Sufu antag: 0; 697 NFkB inh: 21; CXCR6 inh: 2; Mdm2-MdmX inh: 21; EBI2 block: -2; XBP1 UPR activ: -2; UPR CHOP act: -0.7; Jurkat NFkB inh: 4; CCR6 antag: -3

By substructure: the entries above containing a thiophene ring, fused or not.
What do the screens show for `O=C(NCc1cccs1)c1cccc(N2CCCC2=O)c1`?
Gli-Sufu antag: -16; 697 NFkB inh: -20; CXCR6 inh: -2; Mdm2-MdmX inh: -6; EBI2 block: 0; XBP1 UPR activ: 1; UPR CHOP act: 5.2; Jurkat NFkB inh: -12; CCR6 antag: -31

How did CCc1cc(C(=O)OC)c(NC(=O)CN2CCN(C(=O)c3ccco3)CC2)s1 do in these assays?
Gli-Sufu antag: -24; 697 NFkB inh: -34; CXCR6 inh: 4; Mdm2-MdmX inh: 5; EBI2 block: 7; XBP1 UPR activ: -2; UPR CHOP act: -0.2; Jurkat NFkB inh: 12; CCR6 antag: 12
